# High-throughput results as filed in PubChem BioAssay.
# Thrombin inh = thrombin (human) inhibition; P00734; actives 0.26% (n = 220,000); inhibition, % at 5 µM; alpha-thrombin, Boc-VPR-AMC fluorogenic substrate cleavage;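 active means inhibition at or above 40%; inactive means inhibition below 40%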;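 further: 0% = enzyme with no compound and 100% = wells without enzyme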
#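 System: human alpha-thrombin protein; Compound dosing: one concentration per compound, 5 µM, with 0.2% DMSO; Timing: reaction at room temperature; Technique: AMC fluorescence, 355/460 nm; Controls: enzyme without compound as high, wells lacking enzyme as low.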
# KLK5 inh = blocks human kallikrein 5 protease activity; recombinant hK5, fluorogenic AMC substrate cleavage; AID 873; Q9Y337; actives 0.59% (n = 210,000); inhibition, % at 5 µM;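 active means inhibition of 40% or more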;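 further: 0% = enzyme controls without compound and 100% = no-enzyme blanks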
# Furin inh = human furin inhibition. P09958. purified furin, fluorogenic substrate cleavage. inhibition, % at 30 µM. actives 0.061% (n = 220,000). AID 463115; in the data active means inhibition above about 25%; further: inactives centre near -15
# Target sequence (P09958 108-714 limits assumed): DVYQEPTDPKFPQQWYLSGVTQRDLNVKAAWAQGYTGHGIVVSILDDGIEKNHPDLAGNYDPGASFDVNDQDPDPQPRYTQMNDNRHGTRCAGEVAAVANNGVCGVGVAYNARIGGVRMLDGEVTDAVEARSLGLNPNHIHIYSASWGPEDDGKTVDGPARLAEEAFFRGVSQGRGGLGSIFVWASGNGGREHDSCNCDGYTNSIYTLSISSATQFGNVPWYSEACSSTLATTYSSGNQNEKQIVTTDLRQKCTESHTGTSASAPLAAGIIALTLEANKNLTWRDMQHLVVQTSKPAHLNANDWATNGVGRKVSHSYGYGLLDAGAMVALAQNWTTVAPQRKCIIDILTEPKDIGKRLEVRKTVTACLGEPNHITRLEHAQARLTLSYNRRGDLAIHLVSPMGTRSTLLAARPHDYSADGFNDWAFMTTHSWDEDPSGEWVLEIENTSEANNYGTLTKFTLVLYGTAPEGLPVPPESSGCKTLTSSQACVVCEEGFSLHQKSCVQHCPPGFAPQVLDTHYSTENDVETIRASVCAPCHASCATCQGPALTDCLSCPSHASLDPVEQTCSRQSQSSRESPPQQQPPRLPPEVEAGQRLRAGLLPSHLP
# 14-3-3 Bad PPI = disrupts binding of bovine 14-3-3 zeta to phospho-Bad peptide; P63103; TR-FRET 14-3-3zeta/Dy647-pBad peptide displacement, 1 h; inhibition, % at 21.7 µM; actives 0.71% (n = 220,000); AID 781;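 active means inhibition above about 70%, limit read from the data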;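 further: 0% = full 14-3-3 plus peptide FRET controls and 100% = background without 14-3-3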
# EBV gp42 inh = blocks Epstein-Barr virus glycoprotein 42 binding; Q1HVG2; AID 1085; inhibition, % (tested at 21.74 µM); Fluorescence polarization binding assay, mP read-out; actives 0.42% (n = 220,000); in the data active means inhibition above about 50%
# Cl transport mod = KCC2 (human) Cl- transport modulation; Q9H2X9; KCC2 cells, thallium flux FluoZin-2 fluorescence; B-score of Tl+ flux slope (higher = more flux/activation; lower = inhibition) at 10 µM; actives 2.2% (n = 190,000); AID 1456;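 active means thallium flux slope and its plate-corrected score both differing from the plate sample mean at a set confidence after two filtering rounds, in either direction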;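 further: slope of fluorescence scaled to starting intensity during 10 to 20 s after thallium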
# eIF4E-4G inh = inhibitors of eIF4E and eIF4G interaction in translation initiation. P63073+Q04637. TR-FRET eIF4E-eIF4GI(517-606) binding, 2 h. inhibition, % at 21.7 µM. actives 0.37% (n = 220,000). AID 782;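 further: 0% = full FRET control wells and 100% = background wells lacking eIF4GI fragment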
# Rad51 HR inh = blocks human Rad51 in homologous recombination | hRad51 DNA strand exchange, fluorescence dequenching | inhibition, % at 10 µM | actives 0.085% (n = 200,000) | AID 1385;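 active means inhibition above 40% at the single screening dose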;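 further: 0% = DMSO control wells and 100% = blanks with heterologous ssDNA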
# Target sequence (Q06609 whole entry, looked up): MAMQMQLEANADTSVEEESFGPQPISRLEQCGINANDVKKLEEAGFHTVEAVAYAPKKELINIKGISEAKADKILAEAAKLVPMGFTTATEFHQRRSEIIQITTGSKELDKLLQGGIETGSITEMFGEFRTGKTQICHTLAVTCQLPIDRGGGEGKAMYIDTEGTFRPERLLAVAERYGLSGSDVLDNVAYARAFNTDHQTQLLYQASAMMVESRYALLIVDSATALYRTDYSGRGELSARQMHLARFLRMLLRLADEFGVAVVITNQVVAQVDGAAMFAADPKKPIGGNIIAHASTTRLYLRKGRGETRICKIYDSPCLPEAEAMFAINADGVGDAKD
#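 Assay system: Human Rad51 nucleoprotein filaments preassembled on unlabelled ssDNA | Reagent: Donor/quencher-labelled 47-bp dsDNA substrate | Doses: One concentration, 10 µM final | Times: 37 °C 15-min filament assembly, 30-min compound preincubation, 15-min exchange | Technique: Fluorescein emission 520 nm, excitation 485 nm | Benchmarks: Plate control and blank wells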
# NCF1 inh = inhibitors of human p47phox binding | P14598 | p47phox/p22phox peptide binding, fluorescence polarization, 2 h | inhibition, % at 24.7 µM | actives 0.53% (n = 220,000);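 further: 0% = p47phox with labelled peptide and 100% = labelled peptide alone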
# * marks the source's active call; other numbers are inactive results; / = no result given; [ ] = dose if it differs, or a comment.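 How the source made its calls, unless noted: active means inhibition above about 30% (limit read from the data); inactive means the rest.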 Not a hit list, and some 4.7% of all compounds hit somewhere here.
# Keys: A = Thrombin inh; B = KLK5 inh; C = Furin inh; D = 14-3-3 Bad PPI; E = EBV gp42 inh; F = Cl transport mod; G = eIF4E-4G inh; H = Rad51 HR inh; I = NCF1 inh
1. COc1ccc(C(CC(=O)NCc2ccccc2)C(C)C)cc1 (stereo unspecified)
  A = -7; B = -7; C = -27; D = -1; E = -13; F = -2; G = 2; H = 11; I = -7

2. OC(CN1CCOCC1)CN(c1ccccc1)c1ccccc1 (stereo unspecified)
  A = 4; B = -5; C = -20; D = 19; E = -2; F = 0.0022; G = 4; H = 3; I = -8

3. O=C(COC(=O)Cc1ccsc1)Nc1ccccc1
  A = -23; B = -8; C = -23; D = -7; E = -6; F = -0.18; G = -1; H = 1; I = 5

4. COc1ccccc1CCNC(=O)Nc1cccc([N+](=O)[O-])c1
  A = -6; B = /; C = -24; D = 1; E = -8; F = -0.22; G = 5; H = /; I = -10

5. C/C(=C\C#N)n1nc(C)cc1N
  A = -5; B = 1; C = -16; D = 4[fluorescence artefact?]; E = 17; F = 1.2; G = 7; H = 4; I = 0

6. CCOc1ccc(C2C(C#N)=C(N)SC(N)=C2C#N)cc1OCC
  A = -2; B = -2; C = /; D = 3; E = -58; F = /; G = -2; H = -39; I = -25

7. COC(=O)Cc1ccc(NC(=S)NCc2ccccc2OC)cc1
  A = -9; B = 4; C = -8; D = -7; E = -9; F = -1.3; G = 0; H = 4; I = -4

8. CC(=O)c1c(C)[nH]c(C(=O)OCC(=O)NCC(C)C)c1C
  A = -8; B = -6; C = -10; D = -7; E = -1; F = 0.42; G = -3; H = 2; I = -1

9. O=C(C1CCN(S(=O)(=O)c2cccnc2)CC1)N1CCN(c2ccc(Cl)cc2)CC1
  A = -3; B = 1; C = -2; D = 3; E = -20; F = 0; G = 4; H = -25; I = -10

10. COc1ccccc1NC(=O)c1cc(OC)c(OC)cc1[N+](=O)[O-]
  A = 3; B = -13; C = -10; D = -15; E = -3; F = -1.2; G = 5; H = 15; I = -4

11. CC(=O)n1cc([C@H]2C=C(C(=O)Nc3ccccc3)O[C@@H](OCCCCO)C2)c2ccccc21
  A = -2; B = -2; C = -10; D = 0; E = -11; F = -5.1*; G = 0; H = 9; I = -26

12. O=C(CN1C(=O)NC2(CCOc3ccccc32)C1=O)Nc1ccc2c(c1)OCCO2 (stereo unspecified)
  A = 0; B = -17; C = -24; D = -3[fluorescence artefact?]; E = -25; F = 0.52; G = -12[fluorescence artefact?]; H = -1; I = 0

13. Cc1nn(-c2ccccc2)c(C)c1NC(=O)c1ccc(S(=O)(=O)N2CCCC2)cc1
  A = 2; B = -6; C = -26; D = 3; E = -12; F = 0.033; G = -2; H = -6; I = 2

14. Cc1cc(C=C2C(=O)c3ccccc3C2=O)c(C)n1-c1ccc(C(=O)O)cc1
  A = -3; B = /; C = -11; D = -3; E = 0; F = -2.1; G = 1; H = -18; I = -15

15. COc1cc(/C=N\NC(=O)Cn2nnc3ccccc32)cc(OC)c1OC
  A = -2; B = 4; C = -11[20 µM]; D = 2[fluorescence artefact?]; E = 6; F = /; G = 9; H = 15; I = -13

16. O=C1CC(NCc2ccccc2)C(=O)N1c1ccc(F)cc1 (stereo unspecified)
  A = 0; B = -2; C = -19; D = -7; E = 4; F = 0.0065; G = 0; H = 6; I = -3

17. Cc1ccc(S(=O)(=O)NC(C(=O)Oc2ccc3c(C)c(Cl)c(=O)oc3c2)c2ccccc2)cc1 (stereo unspecified)
  A = -3; B = -42; C = -70; D = -3; E = -9; F = 0.89; G = -2; H = /; I = -13

18. Cc1noc(C)c1S(=O)(=O)Nc1ccc(C(=O)N2CCCCC2)cc1
  A = -5; B = -14; C = -21[20 µM]; D = -3[fluorescence artefact?]; E = -7; F = /; G = -4[fluorescence artefact?]; H = 3; I = -6

19. CCc1ccc(OCc2nnc(SCC(=O)NCc3ccco3)o2)cc1
  A = -3; B = -30; C = -13; D = -9[fluorescence artefact?]; E = -7; F = 0.68; G = -3[fluorescence artefact?]; H = 1; I = -4

20. CCN1CCN(C(=O)c2nn(-c3ccc(OC)cc3)c(=O)c3c2c2ccccc2n3C)CC1
  A = -2; B = -11; C = -21; D = 1; E = -3; F = -0.38; G = -1; H = /; I = -10

21. Cc1[nH]c2c([N+](=O)[O-])cccc2c1C
  A = -1; B = -3; C = -17; D = -3; E = -8; F = 0.35; G = 5; H = -7; I = -1

22. CC(C)NC(=O)C(Sc1ccccc1)c1ccccc1 (stereo unspecified)
  A = -3; B = -5; C = -17[20 µM]; D = -1[fluorescence artefact?]; E = 7; F = -0.064; G = 2; H = -2; I = -18

23. COCCNC(=O)CN1CCC(NC(=O)Nc2ccc(C(F)(F)F)cc2)CC1
  A = -12; B = -17; C = -11[20 µM]; D = -10; E = -11; F = -0.88; G = -1[fluorescence artefact?]; H = 6; I = 26

24. CCOc1cccc(C(=O)Nc2nc(-c3ccc(S(=O)(=O)N4CCOCC4)cc3)cs2)c1
  A = -4; B = 0; C = -11[20 µM]; D = -9; E = -5; F = /; G = 2[fluorescence artefact?]; H = 4; I = -26

25. COc1ccc(CNC(=O)C(C)NC(=O)c2cc3ccccc3o2)cc1 (stereo unspecified)
  A = 7; B = -12; C = 1; D = -6; E = -13; F = -0.71; G = 3[fluorescence artefact?]; H = -2; I = 2

26. Cc1cc(C)c(C)c(N=Nc2nc3ccccc3n2C)c1C
  A = 1; B = -1; C = -13; D = 2; E = -5; F = 0.024; G = 3; H = -18; I = -1

27. O=C1c2ccccc2C(=O)N1C/C=C/c1ccccc1
  A = -7; B = 2; C = -9[20 µM]; D = -4; E = -19; F = -1.6; G = -1; H = 13; I = -6

28. CC(=O)c1cc(NC(=O)c2cccc(C(F)(F)F)c2)c(=O)oc1C
  A = -4; B = -9; C = -17; D = -2; E = -4; F = -2; G = 1; H = 1; I = -8

29. O=C(NC1CC1)C1=C[C@H](C2CC2)C[C@H](OCCCCO)O1
  A = -3; B = -2; C = -10; D = -1; E = -12; F = 0.48; G = 0; H = -1; I = /

30. Cc1noc(NS(=O)(=O)c2ccc(NC(=O)c3cnc4scc(C)n4c3=O)cc2)c1C
  A = 3; B = -4; C = -23; D = 11[fluorescence artefact?]; E = -32; F = 0.59; G = 2[fluorescence artefact?]; H = -1; I = -1

# Entries 21–30, reprinted for reference:
# Keys: A = Thrombin inh; B = KLK5 inh; C = Furin inh; D = 14-3-3 Bad PPI; E = EBV gp42 inh; F = Cl transport mod; G = eIF4E-4G inh; H = Rad51 HR inh; I = NCF1 inh
21. Cc1[nH]c2c([N+](=O)[O-])cccc2c1C
  A = -1; B = -3; C = -17; D = -3; E = -8; F = 0.35; G = 5; H = -7; I = -1

22. CC(C)NC(=O)C(Sc1ccccc1)c1ccccc1 (stereo unspecified)
  A = -3; B = -5; C = -17[20 µM]; D = -1[fluorescence artefact?]; E = 7; F = -0.064; G = 2; H = -2; I = -18

23. COCCNC(=O)CN1CCC(NC(=O)Nc2ccc(C(F)(F)F)cc2)CC1
  A = -12; B = -17; C = -11[20 µM]; D = -10; E = -11; F = -0.88; G = -1[fluorescence artefact?]; H = 6; I = 26

24. CCOc1cccc(C(=O)Nc2nc(-c3ccc(S(=O)(=O)N4CCOCC4)cc3)cs2)c1
  A = -4; B = 0; C = -11[20 µM]; D = -9; E = -5; F = /; G = 2[fluorescence artefact?]; H = 4; I = -26

25. COc1ccc(CNC(=O)C(C)NC(=O)c2cc3ccccc3o2)cc1 (stereo unspecified)
  A = 7; B = -12; C = 1; D = -6; E = -13; F = -0.71; G = 3[fluorescence artefact?]; H = -2; I = 2

26. Cc1cc(C)c(C)c(N=Nc2nc3ccccc3n2C)c1C
  A = 1; B = -1; C = -13; D = 2; E = -5; F = 0.024; G = 3; H = -18; I = -1

27. O=C1c2ccccc2C(=O)N1C/C=C/c1ccccc1
  A = -7; B = 2; C = -9[20 µM]; D = -4; E = -19; F = -1.6; G = -1; H = 13; I = -6

28. CC(=O)c1cc(NC(=O)c2cccc(C(F)(F)F)c2)c(=O)oc1C
  A = -4; B = -9; C = -17; D = -2; E = -4; F = -2; G = 1; H = 1; I = -8

29. O=C(NC1CC1)C1=C[C@H](C2CC2)C[C@H](OCCCCO)O1
  A = -3; B = -2; C = -10; D = -1; E = -12; F = 0.48; G = 0; H = -1; I = /

30. Cc1noc(NS(=O)(=O)c2ccc(NC(=O)c3cnc4scc(C)n4c3=O)cc2)c1C
  A = 3; B = -4; C = -23; D = 11[fluorescence artefact?]; E = -32; F = 0.59; G = 2[fluorescence artefact?]; H = -1; I = -1

# Additional results follow:
# Keys: A = Thrombin inh; B = KLK5 inh; C = Furin inh; D = 14-3-3 Bad PPI; E = EBV gp42 inh; F = Cl transport mod; G = eIF4E-4G inh; H = Rad51 HR inh; I = NCF1 inh
31. Cc1ccc(S(=O)(=O)N(C)C)cc1NC(=O)COC(=O)CCC(=O)c1cccs1
  A = -1; B = -4; C = -17; D = -9; E = -9; F = -1.2; G = 0; H = 2; I = -4

32. Cc1c(-c2ccccc2)[n+](=O)c(-c2ccco2)c(C)n1[O-]
  A = 2; B = 5; C = 13[20 µM]; D = 5; E = -15; F = /; G = -1; H = 0; I = -16

33. O=C(NCC(=O)N(Cc1ccco1)C(C(=O)NC1CCCC1)c1cccnc1)c1cccs1 (stereo unspecified)
  A = -13; B = -9; C = -17; D = 6; E = 11; F = 1.2; G = -2; H = 9; I = -7

34. Cc1ccc(NC(=O)Nc2cccc(C)n2)c(C)c1
  A = -1; B = 1; C = -20; D = -4; E = 1; F = -1.7; G = -6; H = /; I = -5

35. O=[N+]([O-])c1cccc(/C=N/Nc2nnc(-c3ccccc3)c(-c3ccccc3)n2)c1
  A = 4; B = -12; C = -11; D = 3; E = -13; F = 1.7; G = -4; H = -3; I = -7

36. Cc1cccc(NC(=S)NCc2ccccn2)c1
  A = 2; B = -11; C = -12; D = 1[fluorescence artefact?]; E = -18; F = 1; G = 0[fluorescence artefact?]; H = -1; I = -28

37. O=C1CSC(c2ccncc2)N1Cc1ccccc1 (stereo unspecified)
  A = -10; B = -7; C = -8; D = 19; E = -4; F = 1.3; G = -2; H = 1; I = 2

38. Cc1cc(C)nc(SCCC(=O)Nc2ccccc2C)n1
  A = 0; B = -18; C = -28[20 µM]; D = 3; E = -15; F = -0.25; G = 11; H = -4; I = -4

39. COC(=O)c1c(NC(=O)CCCC(=O)O)sc2c1CCCCC2
  A = -7; B = -1; C = -17; D = -5; E = 5; F = 0.14; G = 3; H = 1; I = 0

40. CCc1ccc2oc(-c3ccc(N)cc3)nc2c1
  A = -7; B = -72; C = -90[20 µM]; D = 13[fluorescence artefact?]; E = -6; F = -0.6; G = 25[fluorescence artefact?]; H = -2; I = -38

41. Cc1nc(-c2ccccn2)nc(N2CCOCC2)c1Cl
  A = -3; B = -9; C = -8; D = 3; E = -5; F = 0.9; G = 1; H = -3; I = -5

42. CN(Cc1ccccc1NCC(=O)Nc1ccccc1C#N)C1CCCCC1
  A = -8; B = -4; C = -16; D = -6; E = -11; F = 1.1; G = -2; H = 11; I = -6

43. CCCSc1nc(C)c(CC(=O)OCC)c(=O)[nH]1
  A = -6; B = 4; C = -24; D = 4; E = 2; F = /; G = 7; H = 2; I = -2

44. Cn1c(N)c(C(=O)COC(=O)CCCOc2ccc(Cl)cc2Cl)c(=O)n(C)c1=O
  A = -4; B = 4; C = -8; D = -5; E = -11; F = -0.28; G = 2; H = 7; I = -15
